LDHA block = inhibitors of human lactate dehydrogenase A; 480,000 tested, 0.15% active; P00338; activity change, % (values are at about 110 or 230 µM); purified LDHA, NADH/diaphorase-resazurin fluorescence; stronger effect = lower value; in the data active means activity change below about -30%; inconclusive means mostly about -25% to -30%;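 further: plate controls were DMSO wells for no effect and wells without enzyme for full effect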
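Remaining NADH was detected by diaphorase (0.133 mg/mL) converting 37 µM resazurin to fluorescent resorufin, read at 0 and 20 minutes. The preceding 5-minute room-temperature reaction used 2 nM LDHA, 0.2 mM sodium pyruvate and 0.06 mM NADH at pH 7.4.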
12-LOX inh = ALOX12 (human) lipoxygenase inhibition; purified 12hLO, xylenol orange hydroperoxide absorbance; P18054; 580,000 tested, 1.1% active; Potency, µM (top dose mostly 108 µM), without a hit: at the highest dose activity change, negative = inhibition, usual class: inhibitors; active means well fitted inhibition curve with a large enough effect; inconclusive means small, poorly fitted or top-dose-only effect, or another doubt; inactive means no such curve, though single readings can be large or run the other way; further: potency means the concentration at half of the fitted maximal effect
Target sequence (P18054 whole entry, looked up): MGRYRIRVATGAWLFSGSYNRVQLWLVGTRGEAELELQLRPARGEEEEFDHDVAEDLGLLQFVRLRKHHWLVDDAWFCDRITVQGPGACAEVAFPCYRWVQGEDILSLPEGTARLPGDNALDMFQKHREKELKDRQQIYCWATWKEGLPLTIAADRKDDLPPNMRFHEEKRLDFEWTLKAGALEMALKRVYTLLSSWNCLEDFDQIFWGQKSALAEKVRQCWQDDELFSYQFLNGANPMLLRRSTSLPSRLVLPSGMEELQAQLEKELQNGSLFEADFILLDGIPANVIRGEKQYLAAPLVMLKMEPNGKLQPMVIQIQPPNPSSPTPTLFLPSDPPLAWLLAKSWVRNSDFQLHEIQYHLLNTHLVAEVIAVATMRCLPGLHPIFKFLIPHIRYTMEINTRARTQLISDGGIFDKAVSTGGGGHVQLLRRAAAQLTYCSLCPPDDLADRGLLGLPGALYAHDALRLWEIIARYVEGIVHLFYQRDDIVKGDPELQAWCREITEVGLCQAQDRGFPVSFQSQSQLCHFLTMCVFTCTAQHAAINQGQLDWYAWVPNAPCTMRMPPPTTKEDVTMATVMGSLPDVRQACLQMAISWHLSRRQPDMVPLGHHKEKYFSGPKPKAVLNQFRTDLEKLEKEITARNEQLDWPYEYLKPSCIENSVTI
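Hydroperoxide product was detected by ferrous iron/xylenol orange as the 573 to 405 nm absorbance ratio. Arachidonic acid at 40 uM (final) was turned over for 30 min at room temperature by 150 nM human 12hLO, pH 7.0 Hepes buffer, after 15 min compound preincubation.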
* = called active by the depositor; [ ] = remark or other dose. Unless noted, on the % scale 0 is the no-effect control and ±100 the full control effect.

O=C(Nc1ccc2c(c1)OCO2)c1sc(-c2ccco2)nc1-c1ccccc1 was read as LDHA block 14 and 12-LOX inh -10%.
Screening COc1ccc(-c2c(Sc3ccccc3)c3cc(-c4ccc5c(c4)OCO5)ccc3n2C)cc1 returned LDHA block -7 and 12-LOX inh 61%.
`C=CCNc1nc(-c2ccc3[nH]c(=O)oc3c2)cs1` gave LDHA block -8 and 12-LOX inh inconclusive.
`CCOC1=C2CN(S(=O)(=O)c3ccc(C)cc3)[C@H](c3cccs3)C[C@H]2n2c(=O)n(-c3ccccc3)c(=O)n2C1` gave LDHA block -2 and 12-LOX inh -5%.
Screening CC(=O)Nc1cc(-c2cccc(C(=O)N(C)C)c2)cn2c(-c3cccc(C(F)(F)F)c3)cnc12 returned LDHA block 4 and 12-LOX inh -10%.
For CCCN(Cc1ccccc1)Cc1cc(=O)oc2ccc(C)cc12 the results were LDHA block -2 and 12-LOX inh -10%.
Screening Cc1cccc(C)c1OCc1nc2c3c(ncn2n1)OC1=C(C(=O)CCC1)C3c1ccco1 (configuration not stated) returned LDHA block 4 and 12-LOX inh -5%.
For O=C(CSc1nc(CN2CCOCC2)nc2ccccc12)NCC1CCCCC1 the results were LDHA block -1 and 12-LOX inh -2%.
Screening Nc1c(Cl)cccc1C(=O)OCc1nc(N)c2ccccc2n1 returned LDHA block 15 and 12-LOX inh 35%[activator].
`O=C(NC1CCCC1)C1(c2ccc(F)cc2)CCCC1` gave LDHA block 3 and 12-LOX inh 25%.
For C/C(=N/Nc1ccc(S(N)(=O)=O)cc1[N+](=O)[O-])c1ccc(C2CCCCC2)cc1 the results were LDHA block 2 and 12-LOX inh 0%.
`Cc1ccc(-c2nc3cc(NC(=O)/C=C/c4ccco4)ccc3o2)cc1` gave LDHA block -3 and 12-LOX inh inconclusive.
O=C(CCc1nc2ccccc2s1)NC1CCCC(C(F)(F)F)C1 (configuration not stated) was read as LDHA block 7 and 12-LOX inh inconclusive.
Screening CSc1ccc(C2NC(=S)NC3=C2CCc2ccccc23)cc1 (configuration not stated) returned LDHA block 21 and 12-LOX inh inconclusive.
Screening CCC1CCC(C(=O)Nc2ccc3ccccc3c2)CC1 (configuration not stated) returned LDHA block 10 and 12-LOX inh 47%[activator].
CC1(C(=O)NS(C)(=O)=O)CCN1C(=O)C/C=C/c1ccccc1 (configuration not stated) was read as LDHA block -6 and 12-LOX inh inconclusive.
`CC(C)(C)OC(=O)N1CCCN(C(c2cc3ccccc3o2)c2nnnn2C(C)(C)C)CC1` (configuration not stated) gave LDHA block 3 and 12-LOX inh 10%.
Cc1nc(/C=C/C(=O)N2CCN(c3cccc(C(F)(F)F)c3)CC2)cs1 was read as LDHA block 10 and 12-LOX inh inconclusive.
`CC(C)c1ccc(NC(=O)C2(C)Cc3c(-c4cccc(C(F)(F)F)c4)ccnc3O2)cc1` (configuration not stated) gave LDHA block -6 and 12-LOX inh inconclusive.
Screening O=C(COC(=O)CCSc1ccccc1Cl)Nc1ncc(Cl)cc1Cl returned LDHA block -17 and 12-LOX inh inconclusive.
For CN(CC(=O)Nc1ccc(F)c(Cl)c1)Cc1nc2ccccc2c(=O)[nH]1 the results were LDHA block 4 and 12-LOX inh 29%.
Screening Cc1nc2cc(NC(=O)COc3ccc(Cl)cc3Cl)ccc2o1 returned LDHA block 15 and 12-LOX inh 10%.
`CCOC(=O)c1c(NC(C)=O)sc2c(OCc3ccc(F)cc3)c(Br)ccc12` gave LDHA block 5 and 12-LOX inh -8%.
`O=c1oc2ccccc2c(N2CCCC2)c1NS(=O)(=O)c1ccc(Br)cc1` gave LDHA block -5 and 12-LOX inh inconclusive.
`COC(=O)C1=C(N)N(c2ccccc2C(F)(F)F)C2=C(C(=O)CC(C)(C)C2)C1c1cccnc1` (configuration not stated) gave LDHA block 3 and 12-LOX inh 2%.
O=C(NCc1ccc(Cn2cccn2)cc1)c1cn[nH]c1-c1ccc(F)cc1 was read as LDHA block 9 and 12-LOX inh -2%.
CCOC(=O)N1CCN(C(=O)CN(c2cc(Cl)ccc2Cl)S(C)(=O)=O)CC1 was read as LDHA block 9 and 12-LOX inh 4%.
`CCSc1nnc(-c2nn(Cc3ccccc3)c(=O)c3ccccc23)o1` gave LDHA block -2 and 12-LOX inh -7%.
`COCCn1c(N2CCN(CCO)CC2)nc2c1c(=O)[nH]c(=O)n2C` gave LDHA block 6 and 12-LOX inh -1%.
Screening Cc1ccc(NC(=O)Cn2nc(C(N)=O)c3ccccc3c2=O)cc1 returned LDHA block 2 and 12-LOX inh 47%[activator].
Screening O=C(NCCn1cc(SCC(=O)N2CCCCC2)c2ccccc21)c1cccc(C(F)(F)F)c1 returned LDHA block 8 and 12-LOX inh inconclusive.
`OC(c1ccc(CN2CCCCC2)cc1)c1ncc(-c2ccccc2F)[nH]1` (configuration not stated) gave LDHA block -3 and 12-LOX inh -14%.
Nc1nccnc1C(=O)NCc1nc2ccccc2s1 was read as LDHA block -3 and 12-LOX inh 40%[activator].
O=C(NNC(=O)C1CCCC1)c1ccc(CSc2ccc(Cl)cc2)cc1 was read as LDHA block 0 and 12-LOX inh 6%.
Screening Cc1cccc(NC(=O)C23CC4CC(CC(Cl)(C4)C2)C3)c1 returned LDHA block 9 and 12-LOX inh 6%.
N#Cc1ccc(N2CCC(C(=O)Nc3ncc(Cc4ccccc4)s3)CC2)nc1 was read as LDHA block -1 and 12-LOX inh 0%.
COC(=O)[C@]12CCCCC=C1N(CCc1ccc(OC)c(OC)c1)C(=O)[C@H](CC(=O)NCCC(C)C)C2 was read as LDHA block 4 and 12-LOX inh 15%.
`CCCCOc1ccc(NC(=O)C(C)Sc2ncnc3nc[nH]c23)cc1` (configuration not stated) gave LDHA block 2 and 12-LOX inh -5%.
For Cc1ccc(-c2nsc(NC(=O)c3oc4ccccc4c3C)n2)s1 the results were LDHA block -9 and 12-LOX inh -7%.
Screening O=C(CCc1ncc(-c2ccccc2F)o1)NCc1ccc2c(c1)OCO2 returned LDHA block 9 and 12-LOX inh -12%.

Gathered by group, the entries above containing an aryl methoxy group
Screening COc1ccc(-c2c(Sc3ccccc3)c3cc(-c4ccc5c(c4)OCO5)ccc3n2C)cc1 returned LDHA block -7 and 12-LOX inh 61%.
COC(=O)[C@]12CCCCC=C1N(CCc1ccc(OC)c(OC)c1)C(=O)[C@H](CC(=O)NCCC(C)C)C2 was read as LDHA block 4 and 12-LOX inh 15%.

Remaining list, next part:
`COC(=O)c1ccc(COC(=O)Cc2c(Cl)cccc2Cl)cc1` gave LDHA block 7 and 12-LOX inh -1%.
CCOc1ccc(-c2cc(C(=O)NCCOC)c3ccccc3n2)cc1 was read as LDHA block 6 and 12-LOX inh inconclusive.
O=C(c1ccc(-n2cnnn2)cc1)N(CCc1cccs1)Cc1cccs1 was read as LDHA block -20 and 12-LOX inh inconclusive.
Screening O=C(Nc1ccc(F)cc1)c1cc2cc(F)ccc2[nH]1 returned LDHA block -3 and 12-LOX inh -6%.
`CCNC(=O)NC(=O)C(C)Sc1cc(C)c2cccc(C)c2n1` (configuration not stated) gave LDHA block -1 and 12-LOX inh inconclusive.
COc1cccc(CNc2nc3cc(-c4ccccc4CO)sc3c(=O)n2C)c1 was read as LDHA block -1 and 12-LOX inh 3%.
For COc1cccc(S(=O)(=O)Nc2ccc3c(c2)[C@@H]2C[C@@H](CC(=O)NCc4ccc(Cl)cc4)O[C@@H](CO)[C@@H]2O3)c1 the results were LDHA block 1 and 12-LOX inh -38%.
For CN(C)CCNc1nnnc2c1sc1nc(N3CCOCC3)c3c(c12)CC(C)(C)OC3 the results were LDHA block -3 and 12-LOX inh 9%.
Screening CCCCN(C)Cc1ccc(OCc2ccccc2)c(OC)c1 returned LDHA block 1 and 12-LOX inh inconclusive.
`O=C(CSC12CC3CC(CC(C3)C1)C2)NC1CC1` gave LDHA block 13 and 12-LOX inh 17%.

Five entries from above, ordered by molar mass, rising.
`O=C(CSC12CC3CC(CC(C3)C1)C2)NC1CC1` gave LDHA block 13 and 12-LOX inh 17%.
CCOc1ccc(-c2cc(C(=O)NCCOC)c3ccccc3n2)cc1 was read as LDHA block 6 and 12-LOX inh inconclusive.
O=C(c1ccc(-n2cnnn2)cc1)N(CCc1cccs1)Cc1cccs1 was read as LDHA block -20 and 12-LOX inh inconclusive.
COc1cccc(CNc2nc3cc(-c4ccccc4CO)sc3c(=O)n2C)c1 was read as LDHA block -1 and 12-LOX inh 3%.
For CN(C)CCNc1nnnc2c1sc1nc(N3CCOCC3)c3c(c12)CC(C)(C)OC3 the results were LDHA block -3 and 12-LOX inh 9%.

Further records follow:
Screening CC1CC1C(=O)NCCC(=O)Nc1ccc(C#N)cc1 (configuration not stated) returned LDHA block 7 and 12-LOX inh inconclusive.
Screening COc1cc(OC)c(NC(=O)CCc2ncc(-c3ccccc3)o2)cc1Cl returned LDHA block 7 and 12-LOX inh -11%.
`CCCCOc1ccc(S(=O)(=O)NC(=O)C2(C)CCN2C(=O)Cc2ccccc2Cl)cc1` (configuration not stated) gave LDHA block -8 and 12-LOX inh 4%.
`CC(C)(C)c1ccc(C(CNC(=O)c2cc3ccccc3oc2=O)N2CCCC2)cc1` (configuration not stated) gave LDHA block -16 and 12-LOX inh 1%.
`CN(Cc1ccccc1)C1CCN(Cc2ccc(Cl)cc2)CC1` gave LDHA block -1 and 12-LOX inh inconclusive.
`CCOc1ccc(C(=O)Nc2cc(-c3nc4ccccc4o3)ccc2C)cc1[N+](=O)[O-]` gave LDHA block -9 and 12-LOX inh -3%.
Screening COc1cccc(C(=O)C(C#N)C(=O)Nc2ccccc2)c1 (configuration not stated) returned LDHA block 6 and 12-LOX inh inconclusive.
Screening Cc1cc(C)c(C(=O)NC2CC2)c(C)c1 returned LDHA block -2 and 12-LOX inh -9%.
For Cc1ccc2[nH]c(=O)c(CN(C(=O)c3cccnc3)C3CCCCC3)cc2c1 the results were LDHA block -2 and 12-LOX inh 12%.
Cc1ccc(C(=O)N2CCN(c3oc(-c4cccs4)nc3C#N)CC2)cc1 was read as LDHA block -1 and 12-LOX inh -9%.

Reprinted from the part before: two compounds; new compounds follow.
For Cc1ccc2[nH]c(=O)c(CN(C(=O)c3cccnc3)C3CCCCC3)cc2c1 the results were LDHA block -2 and 12-LOX inh 12%.
Cc1ccc(C(=O)N2CCN(c3oc(-c4cccs4)nc3C#N)CC2)cc1 was read as LDHA block -1 and 12-LOX inh -9%.
`COc1ccc(C(=O)N2CCC2(C)C(=O)O)cc1F` (configuration not stated) gave LDHA block -10 and 12-LOX inh -1%.
`O=C(O)c1sccc1-c1ccccc1` gave LDHA block 0 and 12-LOX inh -25%.
For Cc1ccccc1NC(=O)CCc1ncc(-c2c(F)cccc2F)o1 the results were LDHA block -5 and 12-LOX inh 25%.
`O=C(NC1CCCCC1)C(c1ccncc1)n1c(=O)c(-c2ccccc2)nc2ccccc21` (configuration not stated) gave LDHA block 2 and 12-LOX inh -8%.
Screening CCCC(=O)Nc1cccc(C(=O)OC/C(=N\O)c2ccc(OC)cc2)c1 returned LDHA block 2 and 12-LOX inh 1%.
For OCc1cc(-c2ccccc2)n[nH]1 the results were LDHA block 1 and 12-LOX inh 9%.
Screening CN(C)CCCN(CC1CCOC(C)(C)C1)C(=O)c1ccco1 (configuration not stated) returned LDHA block 5 and 12-LOX inh inconclusive.
For CCCCc1c(C)[nH]n(-c2nc(C)c(C(=O)Nc3cccc(OC)c3)s2)c1=O the results were LDHA block -36* and 12-LOX inh 26%.
Screening CC(C)C(=O)Nc1ccc(-c2csc(NCc3ccco3)n2)cc1 returned LDHA block 1 and 12-LOX inh inconclusive.
Screening CCNc1c(NC(=O)c2cccc(Cl)c2)c(=O)oc2ccccc12 returned LDHA block 4 and 12-LOX inh 10%.
`CSc1nnc(NC(=O)c2cc(=O)c3cc(Cl)c(C)cc3o2)s1` gave LDHA block -10 and 12-LOX inh -2%.
For Cc1ccc(-c2nnc(SCC(=O)N3CCC(C)CC3)n2N)cc1 the results were LDHA block 4 and 12-LOX inh inconclusive.
Screening CC(Sc1nc2cc(S(=O)(=O)N3CCCCC3)ccc2o1)C(=O)Nc1cccc(Cl)c1 (configuration not stated) returned LDHA block 7 and 12-LOX inh inconclusive.
CCCOc1ccccc1NC(=O)c1cc2cccc(OC)c2oc1=O was read as LDHA block -6 and 12-LOX inh -5%.

In the list so far, two contain a tert-butyl group:
`CC(C)(C)OC(=O)N1CCCN(C(c2cc3ccccc3o2)c2nnnn2C(C)(C)C)CC1` (configuration not stated) gave LDHA block 3 and 12-LOX inh 10%.
`CC(C)(C)c1ccc(C(CNC(=O)c2cc3ccccc3oc2=O)N2CCCC2)cc1` (configuration not stated) gave LDHA block -16 and 12-LOX inh 1%.

Source: PubChem BioAssay

Some of the compounds tested; the hit share may differ from the screen's.
